Assay outcomes deposited in PubChem BioAssay by The Scripps Research Institute Molecular Screening Center.
CHRM4 antagonist – antagonists of human muscarinic M4 receptor (CHRM4) | P08173 | CHO-hM4 cells, ACh EC80, Fluo-8 calcium fluorescence | inhibition, % at 3 µM | 360,000 compounds, 0.73% hits;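 active means inhibition above its plate's cutoff, the mean inhibition of sample wells plus 3 SD, cut at about 27% in these data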;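 further: 0% = acetylcholine EC80 with DMSO and 100% = DMSO without agonist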
Target sequence (P08173 whole entry, looked up): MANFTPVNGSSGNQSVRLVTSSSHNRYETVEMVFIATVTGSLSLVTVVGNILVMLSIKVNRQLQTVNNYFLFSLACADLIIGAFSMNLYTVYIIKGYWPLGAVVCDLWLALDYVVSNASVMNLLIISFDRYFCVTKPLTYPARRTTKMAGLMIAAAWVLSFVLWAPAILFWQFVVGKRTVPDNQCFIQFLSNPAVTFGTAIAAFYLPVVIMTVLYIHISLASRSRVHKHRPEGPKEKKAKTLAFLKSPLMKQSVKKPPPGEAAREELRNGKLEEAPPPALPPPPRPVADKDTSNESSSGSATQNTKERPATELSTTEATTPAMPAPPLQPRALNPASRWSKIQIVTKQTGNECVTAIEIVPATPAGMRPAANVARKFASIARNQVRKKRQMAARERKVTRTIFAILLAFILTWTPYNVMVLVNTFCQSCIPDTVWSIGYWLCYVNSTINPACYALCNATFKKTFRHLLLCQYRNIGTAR
CHO-K1 Ca ag – counter-screen for M1 agonists: effect in parental CHO-K1 cells | Fluo-8 calcium fluorescence; scaled to maximal ATP response, vehicle zero | activation, % at 3 µM | 360,000 compounds, 0.48% hits; in the data active means activation above about 15%;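 further: untransfected CHO-K1 host cells lacking M1 receptor as counterscreen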
CHRM5 PAM – CHRM5 positive allosteric modulation; 360,000 compounds, 0.3% hits; activation, % at 3 µM; CHO-K1 hM5, Fluo-8 calcium, ACh EC20 PAM; 0% = ACh EC20, 100% = ACh EC100; P08912;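 active means activation above the run cutoff, the mean activation of all test compounds plus 3 SD, cut at about 18% in these data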
Target sequence (P08912 whole entry, looked up): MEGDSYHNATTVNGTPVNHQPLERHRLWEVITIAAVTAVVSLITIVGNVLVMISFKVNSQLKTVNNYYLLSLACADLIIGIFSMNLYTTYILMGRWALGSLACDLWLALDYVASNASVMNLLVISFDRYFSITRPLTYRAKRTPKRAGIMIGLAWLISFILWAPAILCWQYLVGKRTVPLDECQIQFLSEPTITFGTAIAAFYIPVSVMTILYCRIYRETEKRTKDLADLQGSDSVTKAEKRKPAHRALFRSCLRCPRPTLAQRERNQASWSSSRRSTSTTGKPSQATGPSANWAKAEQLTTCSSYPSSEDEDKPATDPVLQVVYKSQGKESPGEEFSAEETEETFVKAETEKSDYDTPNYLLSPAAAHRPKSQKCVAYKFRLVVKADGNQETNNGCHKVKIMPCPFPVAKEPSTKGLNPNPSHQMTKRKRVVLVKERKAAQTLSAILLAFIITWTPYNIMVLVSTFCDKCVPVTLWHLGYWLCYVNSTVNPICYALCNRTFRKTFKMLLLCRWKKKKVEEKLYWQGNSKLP
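Probe or stimulus: acetylcholine, EC20 level; Assay system: human M5 receptor in CHO-K1 cells; Schedule: compound preincubation 140 s before EC20 acetylcholine addition; Technique: intracellular calcium via Fluo-8 fluorescence; Dosing: single-point, 3 µM nominal; Read-out basis: percent activation from peak-over-basal fluorescence ratio, scaled EC20-to-EC100 acetylcholine; Repeats: one well per compound, no replicates.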
CHRM4 PAM – CHRM4 positive allosteric modulation | AID 624126 | P08173 | CHO-K1 hM4/Gqi5, Fluo-8 calcium fluorescence, ACh EC20; 0% = ACh EC20, 100% = maximal ACh | activation, % at 3 µM | 360,000 compounds, 0.4% hits;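 active means activation above its plate's cutoff, the mean activation of sample wells plus 3 SD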; further: some results filed as inactive read as strong as hits
CHRM5 agonist – CHRM5 agonism in calcium assay; P08912; CHO-K1 hM5 cells, Fluo-8 calcium fluorescence; 0% DMSO wells, 100% maximal acetylcholine response; activation, % at 3 µM; 360,000 compounds, 0.19% hits; AID 624037;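 active means activation above the run's mean over test compounds plus 3 SD, cut at about 23% in these data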;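 further: signal is peak over basal fluorescence ratio across the kinetic read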
CHO-K1 Ca antag – nonselective inhibitor or artifact in parental CHO-K1 cells; inhibition, % at 3 µM; 360,000 compounds, 0.6% hits; ATP-induced calcium, Fluo-8 fluorescence;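 active means inhibition above a per-plate cutoff, the plate's mean sample inhibition plus 3 SD, cut at about 24% in these data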;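 further: 0% = DMSO plus EC80 ATP and 100% = DMSO alone without ATP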
CHO-K1 Ca PAM – counter-screen for M1 PAMs: effect in parental CHO-K1 cells; ATP EC20, Fluo-8 calcium fluorescence; 0% at ATP EC20, 100% at ATP max; activation, % at 3 µM; 360,000 compounds, 0.02% hits; AID 602247;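 active means activation above the run cutoff, the mean activation of all test compounds plus 3 SD, cut at about 40% in these data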;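 further: peak over basal fluorescence ratio in a 140 s read after ATP addition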
CHRM4 agonist – CHRM4 agonism in calcium assay. P08173. CHO-K1 hM4/Gqi5, Fluo-8 calcium fluorescence; vehicle 0%, full acetylcholine response 100%. activation, % at 3 µM. 360,000 compounds, 0.14% hits. AID 624127;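 active means activation above the run mean over all test wells plus 3 SD, cut at about 32% in these data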;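 further: peak over basal fluorescence ratio per well then scaled between controls; 0% = DMSO wells and 100% = acetylcholine at EC100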
CHRM5 antagonist – CHRM5 antagonism in calcium assay. P08912. CHO-hM5 cells, Fluo-8 calcium fluorescence, ACh EC80. inhibition, % at 3 µM. 360,000 compounds, 0.59% hits;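 active means inhibition above a per-plate cutoff, the mean of that plate's test compounds plus 3 SD, cut at about 27% in these data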;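 further: 0% = acetylcholine EC80 with DMSO and 100% = DMSO without agonist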
* hit, by the source's call.

nr | SMILES | CHRM4 antagonist | CHO-K1 Ca ag | CHRM5 PAM | CHRM4 PAM | CHRM5 agonist | CHO-K1 Ca antag | CHO-K1 Ca PAM | CHRM4 agonist | CHRM5 antagonist
1 | Cc1ccc(C(=O)CC2(O)C(=O)N(CN3CCOCC3)c3ccccc32)cc1 (centres undefined) | -4 | 0.1 | 2 | 2 | 1 | -3 | 8 | 1 | -7
2 | CC(=O)Nc1ccc(-c2csc(NNC(=O)c3ccc(C)cc3)n2)cc1 | 3 | 0.8 | -2 | -4 | -6 | -22 | 23 | 0 | -10
3 | COc1ccc(NC(=O)CSc2nc(O)cc(=O)n2C)cc1 | 8 | -0.1 | -3 | -7 | 2 | 19 | -6 | -1 | 4
4 | O=C(CN1C(=O)CSc2ccccc21)Nc1ccc2c(c1)OCCO2 | 6 | 3.0 | -8 | -2 | 3 | -16 | 9 | 6 | 4
5 | Cc1cc(C(=O)NNc2ccc(C(C)C)cc2)n(C(C)(C)C)n1 | -5 | 0.7 | 8 | 2 | 3 | 0 | 0 | 0 | 2
6 | O=C(CNC(=O)c1cccc(F)c1)N/N=C/c1cccnc1 | -7 | 0.3 | -6 | 6 | -4 | 13 | -24 | 0 | 14
7 | O=C(c1ccc2ccccc2c1)C1CCCN(C(=O)CN2C(=O)CSC2=O)C1 (centres undefined) | -1 | 0.6 | 4 | 12 | -3 | 2 | -8 | 6 | 7
8 | CCc1ccccc1N1C(=O)C2CC=CCC2C1=O (centres undefined) | -7 | 0.1 | -1 | 4 | -2 | -1 | -1 | 2 | -12
9 | Clc1ccc(/C=C/c2nc(Cl)c(-c3ccc(Cl)cc3)c(Cl)n2)cc1 | -5 | 2.8 | 2 | 8 | 1 | -4 | 13 | 1 | 1
10 | O=C(Nc1ccc(Cl)cc1Cl)C1CCC(=O)N1Cc1ccccc1Cl (centres undefined) | -2 | 3.3 | 3 | -3 | -2 | 6 | -2 | 0 | 2
11 | CCC(C)C(=O)Nc1nc2ccc(S(C)(=O)=O)cc2s1 (centres undefined) | -8 | 0.1 | 0 | 1 | 0 | -8 | 1 | 1 | -3
12 | Cc1ccc(-c2cc(NC(=O)CSc3n[nH]c(N)n3)n(-c3ccccc3)n2)cc1 | 7 | 0.0 | 1 | -1 | 0 | -5 | 4 | 0 | -3
13 | O=C(C1CCN(S(=O)(=O)c2ccc(F)cc2)CC1)N1CCOCC1 | 1 | 0.6 | 4 | 1 | 0 | -15 | 0 | 1 | 1
14 | COC(=O)c1ccc(CC2(C)C(=O)Nc3ccc(-c4cccc(C(F)(F)F)c4)cc32)o1 (centres undefined) | 1 | -0.5 | -2 | -2 | 2 | 6 | 18 | 0 | 6
15 | CCOc1ccc(S(=O)(=O)N2CCC(C(=O)N3CCCCCC3)CC2)cc1Cl | -4 | 4.8 | -5 | -3 | 2 | -8 | -6 | 8 | 6
16 | CC(C)C(C(=O)NCC1CCCO1)N(C(=O)CNS(=O)(=O)c1ccccc1)C1CCCCC1 (centres undefined) | -1 | 0.3 | -2 | 3 | -1 | -16 | -5 | 2 | 11
17 | O=C(NNc1nc(Nc2ccccc2)nc(N2CCOCC2)n1)Nc1ccc(Cl)cc1 | 0 | -0.4 | -3 | 1 | -1 | 13 | -18 | 0 | 9
18 | CC1=C(C(=O)N2CCOCC2)CC(CC(=O)NCC2CCCCC2)C(=O)N1CCC1=CCCCC1 (centres undefined) | -4 | 0.5 | 0 | 2 | -2 | -14 | 13 | 2 | 1
19 | O=C(CCN1c2ccccc2Sc2ccccc21)OCc1nnc(-c2ccccc2)o1 | -6 | 0.3 | -9 | 1 | -9 | -17 | 24 | 0 | -1
20 | COc1ccc(C)cc1NC(=O)C1CCCN(S(=O)(=O)c2cccnc2)C1 (centres undefined) | 2 | 0.0 | -4 | 0 | -2 | 12 | -4 | 0 | 3

12 entries already listed, arranged by formula weight, low to high.
nr | SMILES | CHRM4 antagonist | CHO-K1 Ca ag | CHRM5 PAM | CHRM4 PAM | CHRM5 agonist | CHO-K1 Ca antag | CHO-K1 Ca PAM | CHRM4 agonist | CHRM5 antagonist
8 | CCc1ccccc1N1C(=O)C2CC=CCC2C1=O (centres undefined) | -7 | 0.1 | -1 | 4 | -2 | -1 | -1 | 2 | -12
6 | O=C(CNC(=O)c1cccc(F)c1)N/N=C/c1cccnc1 | -7 | 0.3 | -6 | 6 | -4 | 13 | -24 | 0 | 14
5 | Cc1cc(C(=O)NNc2ccc(C(C)C)cc2)n(C(C)(C)C)n1 | -5 | 0.7 | 8 | 2 | 3 | 0 | 0 | 0 | 2
3 | COc1ccc(NC(=O)CSc2nc(O)cc(=O)n2C)cc1 | 8 | -0.1 | -3 | -7 | 2 | 19 | -6 | -1 | 4
4 | O=C(CN1C(=O)CSc2ccccc21)Nc1ccc2c(c1)OCCO2 | 6 | 3.0 | -8 | -2 | 3 | -16 | 9 | 6 | 4
1 | Cc1ccc(C(=O)CC2(O)C(=O)N(CN3CCOCC3)c3ccccc32)cc1 (centres undefined) | -4 | 0.1 | 2 | 2 | 1 | -3 | 8 | 1 | -7
7 | O=C(c1ccc2ccccc2c1)C1CCCN(C(=O)CN2C(=O)CSC2=O)C1 (centres undefined) | -1 | 0.6 | 4 | 12 | -3 | 2 | -8 | 6 | 7
10 | O=C(Nc1ccc(Cl)cc1Cl)C1CCC(=O)N1Cc1ccccc1Cl (centres undefined) | -2 | 3.3 | 3 | -3 | -2 | 6 | -2 | 0 | 2
12 | Cc1ccc(-c2cc(NC(=O)CSc3n[nH]c(N)n3)n(-c3ccccc3)n2)cc1 | 7 | 0.0 | 1 | -1 | 0 | -5 | 4 | 0 | -3
15 | CCOc1ccc(S(=O)(=O)N2CCC(C(=O)N3CCCCCC3)CC2)cc1Cl | -4 | 4.8 | -5 | -3 | 2 | -8 | -6 | 8 | 6
19 | O=C(CCN1c2ccccc2Sc2ccccc21)OCc1nnc(-c2ccccc2)o1 | -6 | 0.3 | -9 | 1 | -9 | -17 | 24 | 0 | -1
17 | O=C(NNc1nc(Nc2ccccc2)nc(N2CCOCC2)n1)Nc1ccc(Cl)cc1 | 0 | -0.4 | -3 | 1 | -1 | 13 | -18 | 0 | 9

Next entries:
nr | SMILES | CHRM4 antagonist | CHO-K1 Ca ag | CHRM5 PAM | CHRM4 PAM | CHRM5 agonist | CHO-K1 Ca antag | CHO-K1 Ca PAM | CHRM4 agonist | CHRM5 antagonist
21 | COC(=O)CN(c1nc(C)c(Br)c(OC)n1)S(=O)(=O)c1ccc(C)cc1 | -15 | -0.2 | 0 | 1 | -7 | -12 | 10 | -1 | -8
22 | Cc1cc(C(C)(C)C)oc1C(=O)N(CC(=O)NC1CCCC1)Cc1ccccc1 | -6 | 0.8 | 5 | 2 | 5 | -16 | 13 | 3 | -2
23 | CCOC(=O)C(C)/C(C)=N/NC(=O)c1cc2ccccc2cc1O (centres undefined) | -2 | 6.8 | -2 | 1 | 1 | -5 | 20 | 4 | -2
24 | COCCCNC(=O)CN(c1cccc(Cl)c1C)S(C)(=O)=O | 5 | 0.4 | 3 | 5 | -3 | -8 | 18 | 0 | -1
25 | COc1ccc(NC(=O)c2c3c(nc4ccccc24)CCC3)cc1S(=O)(=O)N1CCOCC1 | -7 | 0.4 | 1 | 5 | 1 | 6 | -10 | 3 | 1
26 | CN1CCN(C(=O)c2cc([N+](=O)[O-])ccc2Cl)CC1 | 1 | 0.4 | 3 | -2 | 0 | -6 | 19 | 1 | -8
27 | COC(=O)CSc1ccc2nnc(CCNS(=O)(=O)c3ccc(C)cc3)n2n1 | -4 | 13 | 0 | 2 | -3 | 3 | 12 | 1 | -3
28 | COc1cc(N2CCOCC2)ccc1C=C(C#N)C#N | -6 | -0.1 | -1 | -3 | -2 | 15 | -17 | 1 | -5
29 | O=C(COC(=O)c1cccc(S(=O)(=O)N2CCCC2)c1)Nc1ccccc1Cl | -3 | 1.1 | 10 | 11 | -3 | 1 | 1 | 6 | -30
30 | COC(=O)C1C(=O)C2=C(CC1C)NC(=O)CC2c1cccc(C)c1 (centres undefined) | 2 | 0.6 | -2 | 2 | -1 | -4 | 5 | 0 | 9
31 | COc1cc(CN(C)CC2CCCN(CCc3ccccc3F)C2)cc(Cl)c1OC (centres undefined) | 1 | -0.1 | -15 | -16 | -17 | -4 | 6 | 2 | 16
32 | O=C(CCc1nc(-c2ccccc2)no1)N1CCCC1 | 2 | 0.7 | 3 | 4 | 0 | -9 | 15 | 1 | 0
33 | O=C(CSc1ncn[nH]1)NC1CC2CCC1C2 (centres undefined) | 4 | 0.2 | 9 | 8 | 2 | -5 | 15 | 0 | -9
34 | Nc1ncc2c(n1)-c1ccccc1CC2 | -2 | -0.5 | 1 | -1 | -2 | -4 | 11 | 0 | 2
35 | COc1ccc(-c2ccc3c(c2)S(=O)(=O)c2cccc(C(=O)NCc4cc(C)oc4C(F)(F)F)c2C3=O)cc1OC | 1 | 0.4 | 1 | -2 | 4 | -13 | 8 | 3 | 10
36 | COc1ccc(NC(=O)[C@@]2(CC(=O)O)CC(/C=C/c3ccccc3)=NO2)cc1 | -5 | 0.0 | -3 | -2 | -3 | 19 | -24 | 1 | 3
37 | CCCCNCCOCCOc1ccc(C)cc1Br | -15 | 1.1 | 9 | 4 | -6 | -13 | 22 | 6 | -4
38 | Cc1ccc(Cc2c(-c3cccc(Cl)c3)nc3c(C)cc(Br)cn23)cc1 | 3 | 0.7 | -3 | -2 | 0 | -29 | 37 | 0 | 9
39 | O=c1c2ccc(Cl)cc2nc(-c2cccc(C(F)(F)F)c2)n1O | 8 | 1.4 | -5 | 2 | -2 | -6 | 1 | 8 | 9
40 | COc1ccc(Cl)cc1NC(=O)CN(C)Cc1cccs1 | -5 | 0.7 | -3 | -1 | -6 | -18 | 15 | 1 | 1

Further compounds follow:
nr | SMILES | CHRM4 antagonist | CHO-K1 Ca ag | CHRM5 PAM | CHRM4 PAM | CHRM5 agonist | CHO-K1 Ca antag | CHO-K1 Ca PAM | CHRM4 agonist | CHRM5 antagonist
41 | CC(=O)c1c(C)[nH]c(C(=O)Nc2nc(-c3ccccc3)c(C)s2)c1C | -5 | 0.0 | 5 | 2 | -4 | -1 | 13 | 1 | -3
42 | COc1ccc(-c2c(-c3ccc4c(c3)OCO4)c3ccccc3n2C)cc1 | -1 | 0.6 | -5 | -3 | -2 | -16 | 28 | -1 | 8
43 | COc1ccc(NC(=O)C2CCN(c3ncnc4c3nc3n4CCCCC3)CC2)c(OC)c1 | -6 | 1.7 | 1 | 8 | -3 | -17 | 10 | 1 | -1
44 | CCCOc1ccc(C(=O)NC(=S)N2CCN(c3cc4c(cc3F)c(=O)c(C(=O)O)cn4CC)CC2)cc1 | -12 | 0.4 | -2 | 15 | 0 | -8 | 5 | 1 | 8
45 | COc1ccc(N(CC(=O)NCc2ccco2)C(=O)CCC(=O)Nc2nccs2)c(OC)c1 | 1 | 1.1 | 2 | 0 | -1 | -10 | 2 | 0 | 1
46 | N/C(=N\OC(=O)c1ccc(Cl)c([N+](=O)[O-])c1)c1ccccc1 | -1 | 2.1 | 2 | 0 | -2 | -8 | 7 | 1 | 6
47 | CCCc1nnc(NC(=O)CCC(=O)Nc2ccc(F)cc2)s1 | 1 | 0.7 | 1 | -3 | 2 | -12 | 7 | 1 | 0
48 | CCOc1ccc(C(=O)NCc2ccco2)cc1 | -2 | -0.2 | 0 | 0 | 0 | -9 | 17 | 1 | 6
